ELG1 genotox = genotoxicity induction in ELG1-luciferase HEK293T cells; HEK293T ELG1-luciferase reporter, luminescence, 16 h; Potency, µM (highest dose often 46 µM), for inactives: at the highest dose activity change, positive = activation, usual class: activators; actives 1.3% (n = 330,000); note: potency is the fitted concentration of half-maximal effect; % of control where 0% means no effect; nearly all actives have a fitted effect of over 60% in size
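16 hr compound incubation (37 °C, 5% CO2) of HEK293T cells carrying luciferase-tagged ELG1; luciferase then measured by ONE-Glo luminescence after 30 min at RT.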
USP2a block = blocks human ubiquitin-specific protease USP2a; USP2 core, Ub-CHOP2 coupled fluorogenic reporter, 485/531; Potency, µM (doses to about 38.3 µM), without a hit: at the top dose activity change, negative = inhibition, most hits filed as inhibitors; actives 0.01% (n = 330,000); AID 463254;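 note: potency is the fitted concentration of half-maximal effect; plate controls were DMSO wells for no effect and full inhibition by NEM control for full effect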
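Cell-free coupled assay: 10nM USP2 core preincubated 30min RT with compound in Tris-HCl pH 8.0/CaCl2/CHAPS buffer, then 25nM Ub-CHOP2 and 25nM reporter substrate; fluorescence (Ex 485/Em 531) read after 60min RT, normalized to NEM inhibition, concentration-response curves fitted.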
BRCA1 expr up = increases BRCA1 expression | MCF7-BRCA1-FFLuc reporter, luminescence, 48 h; response scale: scaled: vehicle 0%, 10 µM genistein 100% | Potency, µM (series often up to 46.1 µM), for inactives: at the top dose activation, hits mostly activators | actives 1.1% (n = 380,000); note: potency is the fitted concentration of half-maximal effect; nearly all actives have a fitted effect of over 80% in size; some results filed as inactive show a strong effect at the top dose
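Activators of BRCA1 expression were detected as increased firefly luciferase luminescence in engineered MCF7 cells after 48 h compound incubation. Signals were scaled to genistein 10 microM as full activation.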
TRPV1 ag = agonists of human vanilloid receptor 1 (TRPV1) | activation, % at 8.33 µM | AID 540275 | Q8NER1 | TRPV1-expressing cells, Fluo-8 calcium influx, agonist mode | actives 0.19% (n = 320,000); in the data active = activation above about 80%; inconclusive = between about 30% and that limit; note: 0% is about no effect
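Fluo-8 calcium influx in TRPV1-expressing cells, kinetic read (ex 480/em 520 nm). Compound added and read 3 min for agonist activity, followed by capsaicin at EC20 final and 2 min further read for enhancement.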
a7 integrin act = activates integrin-mediated alleviation for muscular dystrophy; alpha7betagal myoblasts, beta-gal FDG fluorescence, 48 h; actives 0.064% (n = 350,000); Potency, µM (titrated, usually from 38.3 µM), without a hit: top-dose activation, usual class: activators; AID 624291;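 note: potency is the fitted concentration of half-maximal effect; 100% = response of the positive control SU9516; nearly all actives have a fitted effect of over 60% in size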
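alpha7betagal+/- myoblasts (passage 13, 250/well) treated 48 h at 37C with compounds at 1:260 dilution of DMSO stock. Lysed, then beta-galactosidase activity read as FDG fluorescence (ex 480/em 540) after 30 min, with pre-read for autofluorescence.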
uPA surface inh = blocks generation of uPA at the cell surface | cell surface uPA generation assay, qHTS | Potency, µM (titrated, usually from 38.3 µM), for the others: at the top dose activity change, negative = inhibition, most hits filed as inhibitors | actives 0.31% (n = 330,000); active = well fitted inhibition curve with a large enough effect; inconclusive = small, poorly fitted or top-dose-only effect; inactive = no such curve, though single readings can be large or run the other way; tested in mouse RAW 264.7 cells; note: potency is the fitted concentration of half-maximal effect; % is set by controls: 0 for no effect and ±100 for the full control effect; nearly all actives have a fitted effect of over 55% in size
p53 reactivation = restores transcriptional activity of mutant p53; H1299 p53-A138V BP100-luciferase reporter, luminescence, 24 h; Potency, µM (series often up to 92.2 µM), for the others: at the highest dose activity change, positive = activation, hits mostly activators; actives 0.063% (n = 320,000); AID 504706; note: potency is the fitted concentration of half-maximal effect; % of control where 0% means no effect; nearly all actives have a fitted effect of over 45% in size
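p53-null H1299 cells stably carrying temperature-sensitive p53-A138V and a BP100-luciferase reporter were pinned with compounds (4-point, 1:5 series) and held 24 hrs at 37 deg C. Luminescence was read 10 min after detection reagent.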
PTAP TSG101 blk = blocks PTAP/TSG101 interaction to inhibit HIV-1 budding. Fluorescence polarization, FITC-PTAP peptide / Tsg101 binding. Q99816. Potency, µM (top dose mostly 115 µM), for inactives: at the top dose activity change, negative = inhibition, most hits filed as inhibitors. 340,000 tested, under 10 active; active = well fitted inhibition curve with a large enough effect in the main read-out, with a control signal flat, not every such curve was filed as active; inconclusive = small, poorly fitted or top-dose-only effect, or effect the other way, or a change in a side signal; inactive = no such curve, though single readings can be large or run the other way; note: potency is the fitted concentration of half-maximal effect; % of control where 0% means no effect
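Fluorescence anisotropy tracks displacement of a FITC-tagged PTAP peptide (50 nM) from the Tsg101 binding domain (10 uM), following a 20 min room-temperature incubation at pH 7.5.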
S-ASM inh = inhibitors of human secretory acid sphingomyelinase | P17405 | AID 504937 | actives 0.006% (n = 340,000) | placental ASM, HMU-PC fluorogenic substrate, 60 min | Potency, µM (doses to about 57.5 µM), inactives show at the highest dose activity change, negative = inhibition, actives largely listed as inhibitors; note: potency is the fitted concentration of half-maximal effect
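qHTS format. ASM enzyme prepared from human placenta hydrolyses the fluorogenic substrate HMU-PC0 (9 uM final) over 60 min at 37 °C after a 10 min compound preincubation.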
Eya2 inh = inhibitors of human Eya2 phosphatase activity; O00167; recombinant Eya2, OMFP fluorescence dephosphorylation (OMFP is methylfluorescein phosphate); Potency, µM (top dose mostly 76.9 µM), for the others: top-dose activity, negative = inhibition, actives largely listed as inhibitors; actives 0.006% (n = 330,000); note: potency is the fitted concentration of half-maximal effect; % is set by controls: 0 for no effect and ±100 for the full control effect
Target sequence (O00167 whole entry, looked up): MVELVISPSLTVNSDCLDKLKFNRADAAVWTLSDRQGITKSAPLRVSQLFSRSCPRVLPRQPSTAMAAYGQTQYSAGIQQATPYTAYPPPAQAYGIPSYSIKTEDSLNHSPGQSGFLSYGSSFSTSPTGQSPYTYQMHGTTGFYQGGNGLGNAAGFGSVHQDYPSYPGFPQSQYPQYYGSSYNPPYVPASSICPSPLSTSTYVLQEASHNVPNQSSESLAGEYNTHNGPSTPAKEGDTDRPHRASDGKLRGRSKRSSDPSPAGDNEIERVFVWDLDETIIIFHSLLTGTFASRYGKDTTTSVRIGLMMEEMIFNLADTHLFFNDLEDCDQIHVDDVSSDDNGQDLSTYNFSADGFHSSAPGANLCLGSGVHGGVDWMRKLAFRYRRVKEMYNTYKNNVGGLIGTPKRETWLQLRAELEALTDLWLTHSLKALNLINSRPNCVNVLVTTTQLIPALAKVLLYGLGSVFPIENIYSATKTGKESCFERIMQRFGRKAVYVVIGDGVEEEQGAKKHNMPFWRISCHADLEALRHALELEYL
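Eya2 protein (added as 0.2 uM solution) was preincubated with compound for 10 min at ambient temperature in 50 mM HEPES pH 7.5, 50 mM NaCl, 5 uM MgCl2, 0.05% BSA, 1 mM DTT. OMFP (added at 50 uM) then reacted 10 min; fluorescence read at 485/525 nm.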
B2AR arrestin = beta2AR (human) beta-arrestin recruitment activity; Potency, µM (top dose mostly 46.1 µM), without a hit: top-dose activation, hits mostly activators; P07550; beta-arrestin recruitment to beta2AR, cell-based reporter; actives 0.02% (n = 330,000);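 note: potency is the fitted concentration of half-maximal effect; 0% = DMSO controls and full agonism = EC100 isoproterenol or metaproterenol; nearly all actives have a fitted effect of over 65% in size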
Target sequence (P07550 whole entry, looked up): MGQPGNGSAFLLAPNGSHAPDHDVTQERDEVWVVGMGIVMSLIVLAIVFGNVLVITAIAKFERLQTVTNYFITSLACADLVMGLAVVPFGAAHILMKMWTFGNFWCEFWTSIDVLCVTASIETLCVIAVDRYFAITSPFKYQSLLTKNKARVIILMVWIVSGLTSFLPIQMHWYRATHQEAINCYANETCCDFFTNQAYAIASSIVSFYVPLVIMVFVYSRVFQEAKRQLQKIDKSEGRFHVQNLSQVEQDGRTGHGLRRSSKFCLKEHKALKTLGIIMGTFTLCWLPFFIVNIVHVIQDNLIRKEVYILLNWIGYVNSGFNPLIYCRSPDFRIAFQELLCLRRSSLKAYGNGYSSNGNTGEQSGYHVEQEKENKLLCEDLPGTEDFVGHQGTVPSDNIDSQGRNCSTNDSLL
Starred values were filed as active, the others as inactive; u = inconclusive; x = not tested or not shown; [ ] = remark or other dose. Unless noted, calls come from the whole dose curve; as a rule, active = well fitted curve in the direction sought with a large enough effect; inconclusive = small, poorly fitted or top-dose-only effect, or another doubt; inactive = no such curve, though single readings can be large; an effect the other way counts as inactive or inconclusive.

SMILES	ELG1 genotox	USP2a block	BRCA1 expr up	TRPV1 ag	a7 integrin act	uPA surface inh	p53 reactivation	PTAP TSG101 blk	S-ASM inh	Eya2 inh	B2AR arrestin
COc1cccc(NC(=O)CN(C)C(=O)c2cn(-c3ccccc3)nc2-c2cccs2)c1	-3%	-1%	-49%	23	-23%	5%	5%	1%	-1%	-4%	-0.2%
O=C(/C=C/Nc1ccc(F)cc1F)c1ccco1	0.46µM*	0%	-45%	26	11%	-11%	-6%	-1%	21%	u	-0.3%
CCN(CC)S(=O)(=O)c1ccc(NC(=O)C2c3ccccc3Oc3ccccc32)cc1	2%	-8%	-42%	2	8%	-8%	5%	0%	4%	-1%	0.8%
COc1ccc(OC)c(NC(=O)CSC2=C(C#N)C(c3ccco3)C3=C(CCCC3=O)N2)c1 (configuration not stated)	-6%	-1%	-34%	-1	-25%	0%	-4%	-1%	25%	0%	0.4%
O=C(c1cc(=O)[nH]c2ccccc12)N1CCN(S(=O)(=O)c2ccc(Cl)cc2)CC1	-5%	0%	-1%	0	u	u	-4%	3%	-2%	-11%	0.0%
CCc1ccc(CNc2ccc3c(c2)ncn3CC)cc1	u	3%	6.3µM*	1	0%	-9%	u	-2%	-4%	5%	-1.2%
Cc1nc(NC(=O)CN2CCOCC2)sc1C(=O)N(C)C	-9%	4%	-4%	1	9%	3%	u	-2%	-1%	13%	0.1%
CCn1c(SCc2nc3ccccc3[nH]2)nnc1-c1ccc(OC)cc1	-5%	1%	-44%	-1	-23%	x	-5%	-6%	2%	9%	-0.6%
CC(C)(C)NC(=O)CN(C(=O)C(=O)Nc1ccc2c(c1)OCCO2)C(C)(C)C	-1%	-1%	-3%	4	0%	x	19%	2%	-3%	-14%	-1.1%
Cn1ncc(Br)c1C(=O)N1CCN(C(=O)c2ccco2)CC1	2%	2%	5%	0	17%	-3%	8%	-1%	1%	6%	-0.6%
COc1cccc(CC(=O)OC(C)C(=O)NCc2ccc3c(c2)OCO3)c1 (configuration not stated)	9%	-1%	-18%	18	15%	1%	-4%	-4%	34%[activator]	-2%	0.0%
Brc1ccccc1-n1nnc(-c2cnc3ccccc3c2)n1	x	x	u	x	9%	-15%	x	-15%	-1%	x	x
O=C(N/N=C/c1ccc(F)cc1)c1cccc(NC(=O)c2ccccc2Cl)c1	2%	0%	43%	-1	16%	-8%	4%	0%	-5%	-9%	-0.1%
O=C(NCC1CCCO1)c1ccc(COc2ccccc2)o1 (configuration not stated)	-1%	1%	0%	6	-20%	-2%	5%	-1%	-2%	-1%	-0.4%
CN(C(=O)COC(=O)CSc1ccc(C(N)=O)cc1[N+](=O)[O-])C1CCS(=O)(=O)C1 (configuration not stated)	0%	2%	-7%	-2	0%	0%	4%	-2%	2%	-8%	0.0%
O=C(NC(Cc1ccc(F)cc1)C(=O)O)c1ccccc1 (configuration not stated)	0%	1%	-13%	2	-14%	-1%	8%	-5%	1%	-1%	-0.7%
Cn1cc(C(=O)NC2CCCCC2)c(=O)c2cc(S(=O)(=O)N3CCCC3)ccc21	2%	0%	-20%	30	-10%	2%	4%	-12%	-3%	5%	4.1%
O=C(CC1Sc2ccccc2NC1=O)c1ccc(Br)cc1 (configuration not stated)	17%	5%	60%	2	13%	-13%	9%	-4%	-3%	-2%	-1.1%
COc1ccc(C(=O)NNC(=O)C2CCCO2)cc1 (configuration not stated)	-1%	-7%	14%	-1	-8%	7%	-4%	1%	-2%	3%	-0.4%
COc1ccc(CC(=O)NNC(=O)c2cc(C)[nH]n2)cc1	2%	-1%	-18%	1	5%	-1%	-3%	-15%	0%	2%	0.4%
CC1(C)Cc2c(sc(NC(=O)C(=O)N3CCOCC3)c2C(N)=O)CO1	0%	2%	15%	-7	u	5%	0%	0%	3%	11%	-0.4%
CCOC(=O)c1cnn(CCOC(=O)c2ccc(F)cc2)c1NC(=O)c1ccc(F)cc1	-3%	3%	0%	3	-1%	-5%	-4%	0%	0%	10%	-0.2%
C[C@H](CO)N1C[C@H](C)[C@@H](CN(C)Cc2ccc(C(=O)O)cc2)Oc2ccc(NS(C)(=O)=O)cc2C1=O	2%	8%	1%	x	23%	2%	-2%	-1%	-4%	-14%	-0.5%
COc1ccccc1CNC(=O)C1CCN(S(=O)(=O)c2ccc3c(c2)NC(=O)CO3)CC1	0%	-1%	-8%	3	-13%	8%	-14%	-6%	1%	-8%	0.3%
COC(=O)CNC(=O)c1ccccc1	x	x	25%	x	0%	-6%	x	-2%	6%	x	x
Nn1c(SCC(=O)Nc2ccc(N3CCOCC3)cc2)nnc1-c1cccc(F)c1	12%	3%	60%	-1	9%	-15%	u	-6%	5%	-4%	0.0%
O=C(CN(C(=O)CNC(=O)c1cccs1)c1cccc(F)c1)NC1CCCC1	5%	0%	-5%	1	5%	8%	0%	0%	-2%	-24%	0.4%
O=C(Nc1ccccc1Cl)N1CCCN(c2nc(-c3ccccc3)ns2)CC1	-6%	-1%	-53%	u	-68%[inhibitor]	7%	-1%	1%	-21%	2%	-0.4%
C[C@H]1CN=C2N(CCNC(=O)CCC3CCCCC3)[C@H](Cc3ccc(O)cc3)CN21	0%	2%	0%	-2	11%	-12%	-4%	-2%	4%	17%	-0.6%
CC(=O)c1nc2ccccc2n1S(=O)(=O)c1ccc(C)cc1	0%	10%	1%	1	-8%	x	u	0%	-1%	4%	-0.1%
CCOC(=O)N1CCN(C(=O)CSc2nnc(Cc3cccn3C)n2CCc2ccccc2)CC1	2%	3%	-9%	2	-13%	3%	4%	x	5%	-2%	-0.5%
Cc1cccc(NC(=O)c2ccc(C(=O)c3ccccc3)o2)c1	u	2%	30%	28	12%	2%	6%	1%	2%	-24%	0.3%
O=C(NCc1cccc(Cl)c1)c1ccc2c(c1)OCCO2	11%	0%	67%	u	0%	0%	u	-5%	-2%	13%	-0.6%
CSc1nc2c(cc1C#N)CCC2	0%	0%	0%	-4	u	-10%	-2%	1%	-1%	8%	0.0%
Cc1ccc(CON=C2CCN(c3ncc(C(F)(F)F)cc3Cl)CC2)cc1	1%	4%	25%	4	-10%	1%	5%	1%	-5%	4%	0.3%
Cc1csc(=O)n1CC(=O)OCC(=O)c1c(N)n(C)c(=O)n(C)c1=O	1%	1%	-7%	1	0%	1%	8%	-5%	1%	25%	-0.1%
O=c1ccc(-c2ccccc2)nn1Cc1ccc(Cl)cc1	x	x	-4%	x	10%	15%	x	-4%	-3%	x	x
COc1ccc(OC)c(NC(=O)c2ccc(NC3=NC4CS(=O)(=O)CC4S3)cc2)c1 (configuration not stated)	3%	0%	-6%	1	-3%	-2%	x	-3%	0%	8%	0.0%
Cc1ccccc1CSCC(=O)Nc1c(C)n(C)n(-c2ccccc2)c1=O	0%	-1%	2%	0	32%	-3%	0%	-1%	0%	2%	-0.4%
Cc1cccc(/C=N/NC(=O)CN2CCCCCCC2)c1	1%	4%	1%	14	35%	4%	13%	-4%	7%	2%	0.2%
CC(C)(C)c1cc(NC(=O)c2ccc(OC3CCCC3)cc2)no1	0%	2%	51%	-3	12%	-5%	13%	-4%	-25%	-3%	0.0%
O=C(Nc1ccc2nc(SCc3ccc(Cl)cc3)sc2c1)c1ccccc1C(=O)N1CCOCC1	-10%	-7%	-44%	-1	-26%	2%	-5%	-7%	u	13%	0.1%
Cc1ccc(C(C(=O)NCc2ccccc2)N(Cc2cccs2)C(=O)c2ccc3c(c2)OCCO3)cc1 (configuration not stated)	-8%	-3%	-63%	5	2%	20%	12%	-3%	-13%	-2%	-0.6%
CC1CCCN(C(=O)Cn2c(-c3nonc3N)nc3ccccc32)C1 (configuration not stated)	1%	2%	-17%	9	-21%	x	-17%	-7%	-3%	-8%	-0.2%
c1ccc(-c2nc3ccccc3[nH]2)cc1	u	1%	u	13	x	u	x	1%	-3%	4%	-0.1%
CCN(C(=O)CSc1nnc(CNc2cccc(OC)c2)n1C1CCCCC1)C1CCS(=O)(=O)C1 (configuration not stated)	0%	2%	-17%	0	-1%	2%	1%	-1%	0%	8%	-1.1%

Screening data deposited in PubChem BioAssay by National Center for Advancing Translational Sciences (NCATS).
